Assay outcomes as filed in PubChem BioAssay.
PAD4 inh: inhibitors of human PAD4 | AID 485272 | 330,000 tested, 0.41% active | recombinant PAD4, RCA probe fluorescence polarization | Q9UM07 | inhibition, % at 6.36 µM;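 active = percent inhibition above a cutoff equal to the mean of all tested compounds plus 3 SD, cut at about 15% in these data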;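 also: 0% = PAD4 with RCA probe and DMSO and 100% = probe without PAD4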
pPAFAH FP inh: pPAFAH (human) enzyme inhibition; 330,000 tested, 1.5% active; AID 463082; recombinant pPAFAH, FP-rhodamine probe fluorescence polarization; Q13093; inhibition, % at 3.39 µM;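 active = inhibition above the mean inhibition across the screen plus 3 SD, cut at about 25% in these data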;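 also: inhibitors block binding of the rhodamine activity-based probe so polarization drops; 0% = enzyme with DMSO and 100% = wells lacking pPAFAH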
LYPLA2 counter: blocks human lysophospholipase 2, a PME1 counter-screen; 320,000 tested, 0.38% active; inhibition, % at 5.9 µM; O95372; recombinant LYPLA2, FP-Rh probe fluorescence polarization; AID 2177;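 active = inhibition above the screen-wide mean plus 3 SD, limit set per campaign, cut at about 26% in these data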;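 also: 0% = LYPLA2 with DMSO and 100% = wells lacking LYPLA2 enzyme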
Target sequence (O95372 whole entry, looked up): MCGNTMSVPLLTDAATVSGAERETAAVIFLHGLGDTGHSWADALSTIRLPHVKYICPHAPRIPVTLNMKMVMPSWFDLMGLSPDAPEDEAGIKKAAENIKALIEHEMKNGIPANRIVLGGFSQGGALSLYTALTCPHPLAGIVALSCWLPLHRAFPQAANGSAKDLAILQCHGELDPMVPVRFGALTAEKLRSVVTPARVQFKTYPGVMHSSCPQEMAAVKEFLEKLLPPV
LYPLA1 counter: LYPLA1 (human) inhibition in PME1 counter-screen; recombinant LYPLA1, FP-Rh probe fluorescence polarization; 320,000 tested, 0.16% active; inhibition, % at 5.9 µM;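 active = inhibition above the mean of all tested compounds plus 3 SD, set per campaign, cut at about 14% in these data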;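 also: inhibitors block serine hydrolase probe labeling of LYPLA1 so polarization falls; 0% = enzyme with DMSO and 100% = wells lacking LYPLA1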
PAFAH1B2 FP inh: PAFAH1B2 (human) inhibition. recombinant PAFAH1B2, FP-rhodamine activity probe, fluorescence polarization. 340,000 tested, 1.2% active. inhibition, % at 3.39 µM. P68402. AID 492953;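 active = inhibition above the mean of all tested compounds plus 3 SD, cut at about 24% in these data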;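 also: 0% = enzyme with DMSO and 100% = wells lacking PAFAH1B2; many of its hits are not listed in these tables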
PAFAH1B3 inh: blocks human PAF acetylhydrolase 1B catalytic subunit 3 | Q15102 | inhibition, % at 3.39 µM | recombinant PAFAH1B3, FP-rhodamine probe, fluorescence polarization | AID 492972 | 340,000 tested, 0.28% active;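 active = inhibition above the screen-wide average of all tested compounds plus 3 SD, cut at about 25% in these data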;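 also: 0% = enzyme with DMSO only and 100% = wells lacking PAFAH1B3 protein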
Target sequence (Q15102 whole entry, looked up): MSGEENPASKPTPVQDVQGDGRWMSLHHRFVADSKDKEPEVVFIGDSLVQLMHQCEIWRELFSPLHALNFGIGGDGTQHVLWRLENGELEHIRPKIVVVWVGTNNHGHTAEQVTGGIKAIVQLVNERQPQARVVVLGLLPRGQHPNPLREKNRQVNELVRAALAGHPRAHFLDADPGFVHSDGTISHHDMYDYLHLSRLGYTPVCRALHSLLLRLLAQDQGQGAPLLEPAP
GSTO1 counter: GSTO1 inhibition, counter-screen for RBBP9 inhibitors. inhibition, % at 5.96 µM. 300,000 tested, 1.1% active. AID 1974. recombinant GSTO1, activity-based probe fluorescence polarization;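 active = inhibition above the campaign mean inhibition plus 3 SD, cut at about 35% in these data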;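 also: 0% = GSTO1-1 with DMSO and 100% = wells lacking GSTO1-1 enzyme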
PREPL inhibitor: inhibits the human prolyl oligopeptidase-like enzyme; Q4J6C6; recombinant PREPL, fluorescence polarization activity-based probe; inhibition, % at 5.96 µM; 320,000 tested, 0.68% active; in the data active = inhibition above about 43%;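 also: 0% = enzyme with DMSO and 100% = wells lacking enzyme; many of its hits are not listed in these tables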
PAFAH2 FP inh: PAFAH2 (human) inhibition; Q99487; recombinant PAFAH2, FP-rhodamine activity probe, fluorescence polarization; inhibition, % at 3.39 µM; 340,000 tested, 0.99% active;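 active = inhibition above the mean over all tested compounds plus 3 SD, cut at about 30% in these data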;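 also: inhibitors block probe labeling of enzyme so polarization drops; 0% = enzyme with DMSO and 100% = wells lacking PAFAH2 protein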
* hit, by the source's call; nt = no result given.

Fields: PAD4 inh | pPAFAH FP inh | LYPLA2 counter | LYPLA1 counter | PAFAH1B2 FP inh | PAFAH1B3 inh | GSTO1 counter | PREPL inhibitor | PAFAH2 FP inh
#1 OCc1ccc(O)c2ncccc12
→ -2 | 4 | -4 | -3 | 3 | 5 | 3 | 7 | 1
#2 CCOc1ccc(/C=C/C(=O)Nc2ccc3[nH]c(=O)[nH]c3c2)cc1
→ 0 | 1 | -13 | -4 | 3 | 3 | -3 | -8 | -8
#3 C/C(Cn1nnc([N+](=O)[O-])n1)=N\NC(=O)c1ccccc1
→ -1 | -6 | 2 | -2 | 1 | 8 | 7 | 12 | 6
#4 O=C(N/N=C/c1ccsc1)c1cc(O)cc(O)c1
→ -4 | 9 | 3 | 3 | 10 | 9 | 6 | 3 | 5
#5 Cc1c(C(=O)Nc2cnccn2)oc2ccccc12
→ -8 | -3 | 3 | -1 | -3 | 6 | -1 | -5 | -2
#6 Clc1ccc(C2CC(c3ccccc3)Nc3ncnn32)cc1 (centres undefined)
→ 4 | -4 | -3 | -8 | 4 | -3 | 2 | -38 | -3
#7 N#Cc1c(NCc2ccccc2)ccnc1NCc1cccnc1
→ -3 | 4 | 11 | -3 | 2 | 13 | 1 | 0 | 2
#8 CS(=O)(=O)N1CCC(C(=O)Nc2ccc(Cl)c(C(F)(F)F)c2)CC1
→ 8 | 1 | -7 | -5 | 2 | -2 | 8 | -3 | -1
#9 Cc1cccc(OCC(=O)Nc2ccc3c(c2)OCCO3)c1
→ -1 | -5 | 3 | 2 | 0 | 6 | -5 | 10 | 7
#10 CC(C)=CCC[C@](C)(O)C1CC[C@]2(C)C1C(O)CC1[C@@]3(C)CCC(O)C(C)(C)C3C(O[C@@H]3OC(CO)C(O)C(O)C3O[C@@H]3OC(C)C(O)C(O)C3O)C[C@]12C (some centres undefined)
→ -1 | -2 | nt | nt | -3 | 6 | nt | 14 | 2

11: CCC(C)[C@H](NC(=O)NCCCn1ccnc1)C(=O)OC (some centres undefined)
12: CN(C)S(=O)(=O)c1cccc(NC(=O)CCNC(=O)Nc2ccccc2)c1
13: COc1ccccc1CCC(=O)NNC(=O)c1ccncc1
14: CCOC(=O)C(N)CSC1CC(=O)N(CCc2ccccc2)C1=O (centres undefined)
15: Cc1ccc(S(=O)(=O)N2[C@@H](c3ccc(C#N)cc3)C(C(=O)O)=C[C@H]2C(C)(C)C)cc1
16: CCOC(=O)c1ccc2[nH]c3c(c2c1)CCCCC3=O
17: Cn1c(=O)oc2cc(S(=O)(=O)N3CCCC(C(=O)Nc4ccc5c(c4)OCCO5)C3)ccc21 (centres undefined)
18: NS(=O)(=O)c1ccc(NC(=O)c2ccccc2Cl)cc1

entry no.	11	12	13	14	15	16	17	18
PAD4 inh	4	0	-3	-6	-5	0	-2	-3
pPAFAH FP inh	3	4	4	-6	-6	11	2	-2
LYPLA2 counter	3	nt	5	-3	nt	-2	0	-1
LYPLA1 counter	6	nt	1	1	nt	-2	1	3
PAFAH1B2 FP inh	-6	-3	4	0	20	-3	5	0
PAFAH1B3 inh	4	5	2	8	11	-5	2	-2
GSTO1 counter	-2	nt	4	-4	nt	-8	12	3
PREPL inhibitor	-3	4	0	-10	21	11	-4	5
PAFAH2 FP inh	-3	-7	3	-3	3	-10	-1	-3

19: Cc1ccc2cc(CN(c3cccc(C)c3C)S(=O)(=O)c3ccccc3)c(=O)[nH]c2c1
20: CCOc1cccc(C(=O)Nc2cccc(-c3nnc(-c4ccccc4)o3)c2)c1
21: CC(C)CNC(=O)c1ccc2c(c1)C(=O)N(Cc1ccco1)C2=O
22: O=C(NCc1ccccn1)c1cc(-c2ccccc2)on1
23: O=C(N/N=C/c1c(O)ccc2ccccc12)c1ccc(Br)o1
24: COc1ccccc1NC(=O)CNc1ccc(F)c(Cl)c1
25: COCC(=O)NC1CCN(C(=O)NCc2ccccc2)CC1
26: Oc1ccccc1N=Cc1ccc[nH]1
27: COc1ccc(C(=O)OCCCN(C)C)cc1OC
28: Cc1ccc(C(=O)COC(=O)COc2ccccc2O)cc1C

entry no.	19	20	21	22	23	24	25	26	27	28
PAD4 inh	-4	-4	1	0	-1	-1	-15	-9	-2	-4
pPAFAH FP inh	6	3	2	-6	29*	1	-5	1	6	-4
LYPLA2 counter	-2	-3	-2	-2	-7	-2	-4	-1	0	nt
LYPLA1 counter	-3	-11	-1	0	1	-1	-4	1	-2	nt
PAFAH1B2 FP inh	3	-3	3	-6	12	-1	0	2	-3	1
PAFAH1B3 inh	3	-4	4	-2	35*	1	6	8	9	4
GSTO1 counter	4	-5	-3	1	0	-7	9	11	-7	nt
PREPL inhibitor	-12	-5	13	-2	16	9	5	8	4	3
PAFAH2 FP inh	2	-9	6	-1	14	-4	-11	11	4	6

By substructure, the compounds so far containing sulfur
4: O=C(N/N=C/c1ccsc1)c1cc(O)cc(O)c1
8: CS(=O)(=O)N1CCC(C(=O)Nc2ccc(Cl)c(C(F)(F)F)c2)CC1
12: CN(C)S(=O)(=O)c1cccc(NC(=O)CCNC(=O)Nc2ccccc2)c1
14: CCOC(=O)C(N)CSC1CC(=O)N(CCc2ccccc2)C1=O (centres undefined)
15: Cc1ccc(S(=O)(=O)N2[C@@H](c3ccc(C#N)cc3)C(C(=O)O)=C[C@H]2C(C)(C)C)cc1
17: Cn1c(=O)oc2cc(S(=O)(=O)N3CCCC(C(=O)Nc4ccc5c(c4)OCCO5)C3)ccc21 (centres undefined)
18: NS(=O)(=O)c1ccc(NC(=O)c2ccccc2Cl)cc1
19: Cc1ccc2cc(CN(c3cccc(C)c3C)S(=O)(=O)c3ccccc3)c(=O)[nH]c2c1

entry no.	4	8	12	14	15	17	18	19
PAD4 inh	-4	8	0	-6	-5	-2	-3	-4
pPAFAH FP inh	9	1	4	-6	-6	2	-2	6
LYPLA2 counter	3	-7	nt	-3	nt	0	-1	-2
LYPLA1 counter	3	-5	nt	1	nt	1	3	-3
PAFAH1B2 FP inh	10	2	-3	0	20	5	0	3
PAFAH1B3 inh	9	-2	5	8	11	2	-2	3
GSTO1 counter	6	8	nt	-4	nt	12	3	4
PREPL inhibitor	3	-3	4	-10	21	-4	5	-12
PAFAH2 FP inh	5	-1	-7	-3	3	-1	-3	2

This is a subset; rates above refer to the full screens.
